# Tau FP inhib: blocks human tau fibril formation measured by polarization; P10636; K18 P301L tau heparin fibrillization, Alexa594 FP, 6 h; Potency, µM (doses to about 57.7 µM), for inactives: top-dose activity, negative = inhibition, usual class: inhibitors; actives 0.39% (n = 280,000); AID 1468; further: nearly all actives have a fitted effect of over 55% in size
# Target sequence (P10636 561-689 P618L limits assumed): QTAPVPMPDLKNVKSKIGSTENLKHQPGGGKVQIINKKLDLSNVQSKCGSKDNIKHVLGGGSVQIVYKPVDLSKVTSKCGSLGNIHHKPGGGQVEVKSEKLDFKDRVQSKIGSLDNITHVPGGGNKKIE
#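 Human tau K18 […] P301L fragment, 15 uM unlabeled plus 0.24 uM Alexa 594-labeled tau (final), with compound and 20 uM heparin in 100 mM sodium acetate pH 7; 6 hr at 37 C, then Alexa 594 FP read.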
# TexasRed fluor: counter-screen for TRb-SRC2 inhibitors: fluorescence interference | actives 0.29% (n = 280,000) | Potency, µM (highest dose often 106 µM), inactives show at the highest dose fluorescence change, negative = quenching | TRb/SRC2 Texas Red total fluorescence interference | AID 1479; active means well fitted curve in either direction with a large enough effect; inconclusive means small, poorly fitted or top-dose-only effect
#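 Flags fluorescent or light-absorbing compounds by total fluorescence, S + 2P, at 555 nm excitation and 632 nm emission. Mixture: 20 nM Texas Red SRC2 peptide, 0.6 uM human TRb LBD, 1 uM T3, 5% DMSO; compound exposure 5 h at ambient temperature.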
# Tau fibril ThT: tau fibrillization inhibition (ThT binding). AID 1460. recombinant tau K18 P301L, heparin-induced fibrillization, ThT fluorescence. P10636. Potency, µM (series often up to 57.4 µM), without a hit: top-dose activity, negative = inhibition, most hits filed as inhibitors. actives 2.1% (n = 270,000); further: nearly all actives have a fitted effect of over 55% in size
#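 Fibril formation assay: tau K18 P301L at 15 uM with trace Alexa 594 label, heparin inducer 20 uM, pH 7 sodium acetate buffer, 37 C for 6 hr; endpoint ThT signal.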
# TRb-SRC2 inh: TRbeta-SRC2 interaction inhibition. AID 1469. actives 0.065% (n = 280,000). TRbeta-SRC2 peptide binding, fluorescence polarization; receptor liganded with 1 µM T3. P10828. Potency, µM (series often up to 106 µM), for inactives: at the top dose activity change, negative = inhibition, actives largely listed as inhibitors;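 further: plate controls were bound peptide for no effect and peptide without receptor for full effect; nearly all actives have a fitted effect of over 50% in size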
#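 Read-out is fluorescence polarization (555 nm excitation, 632 nm emission) of a Texas Red SRC2 coactivator peptide; loss of signal reflects blocked binding to human TRb ligand-binding domain in the presence of 1 uM T3.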
# Tau fluor counter: counter-screen for tau fibril formation inhibitors; Potency, µM (series often up to 57.7 µM), without a hit: at the highest dose activity change, negative = decrease; actives 0.93% (n = 280,000); tau K18 P301L Alexa594 fluorescence, heparin fibrillization; further: nearly all actives have a fitted effect of over 55% in size
#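 Human tau K18 P301L (15 uM unlabeled, 0.24 uM Alexa 594-labeled) in 100 mM sodium acetate pH 7 with 20 uM heparin, 6 hr at 37 C. ThT 30 uM added, 1 hr ambient; Alexa 594 FP and total fluorescence read at 555/632 nm.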
# ALDH1A1 block: blocks purified human ALDH1A1 activity | P00352 | Purified ALDH1A1, NADH fluorescence, propionaldehyde substrate | Potency, µM (titrated, usually from 75.3 µM), inactives show top-dose activity, negative = inhibition, actives largely listed as inhibitors | actives 7.3% (n = 220,000); active means well fitted inhibition curve with a large enough effect, not every such curve was filed as active; inconclusive means small, poorly fitted or top-dose-only effect, or another doubt; inactive means no such curve, though single readings can be large or run the other way;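 further: plate controls were no enzyme wells and a reference inhibitor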
# GLA spleen mod: inhibits or activates alpha-galactosidase in human spleen homogenate | P06280 | human spleen homogenate, 4MU-alpha-Gal fluorescence, 40 min | Potency, µM (series often up to 80 µM), inactives show top-dose activity change, negative = inhibition, usual class: inhibitors | actives 0.008% (n = 240,000) | AID 2107;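 further: 0% = enzyme with vehicle and -100% = no enzyme basal signal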
#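 qHTS titration in buffer at pH 5.0. Alpha-galactosidase activity in spleen homogenate was measured via 4-methylumbelliferone release from 1 mM fluorogenic substrate after 40 min at 37C and a pH 10 stop. AC50 came from Hill fits of control-normalized data.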
# L3MBTL1 block: inhibitors of human L3MBTL1 | Q9Y468 | AlphaScreen L3MBTL1–H3K9me1 peptide binding | Potency, µM (doses to about 57.1 µM), for inactives: top-dose activity, negative = inhibition, usual class: inhibitors | actives 0.66% (n = 230,000); further: nearly all actives have a fitted effect of over 60% in size
# Target sequence (Q9Y468 whole entry, looked up): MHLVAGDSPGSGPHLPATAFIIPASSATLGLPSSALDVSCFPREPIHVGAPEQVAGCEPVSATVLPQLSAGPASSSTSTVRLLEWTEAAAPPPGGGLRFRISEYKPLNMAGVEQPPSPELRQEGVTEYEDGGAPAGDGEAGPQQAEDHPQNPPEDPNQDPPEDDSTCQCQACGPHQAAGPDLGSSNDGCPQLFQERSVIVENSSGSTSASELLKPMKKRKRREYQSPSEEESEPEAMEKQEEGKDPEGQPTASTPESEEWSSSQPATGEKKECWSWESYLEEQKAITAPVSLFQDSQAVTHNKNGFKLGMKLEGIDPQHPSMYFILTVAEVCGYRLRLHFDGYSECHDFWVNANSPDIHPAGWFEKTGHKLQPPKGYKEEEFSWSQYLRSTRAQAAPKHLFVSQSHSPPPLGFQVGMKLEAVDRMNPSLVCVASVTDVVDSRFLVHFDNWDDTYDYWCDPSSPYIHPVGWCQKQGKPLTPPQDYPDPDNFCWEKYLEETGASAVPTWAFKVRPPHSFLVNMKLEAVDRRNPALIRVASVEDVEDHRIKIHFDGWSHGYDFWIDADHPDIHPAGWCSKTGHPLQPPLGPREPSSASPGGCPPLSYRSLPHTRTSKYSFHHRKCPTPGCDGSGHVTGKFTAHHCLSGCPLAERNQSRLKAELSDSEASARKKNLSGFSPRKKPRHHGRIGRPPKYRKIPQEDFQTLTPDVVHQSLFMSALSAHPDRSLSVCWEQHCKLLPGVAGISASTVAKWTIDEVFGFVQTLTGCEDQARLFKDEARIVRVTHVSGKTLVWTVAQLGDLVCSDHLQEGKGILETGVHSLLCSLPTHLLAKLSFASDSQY
#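 L3MBTL1 50 nM + b-AHA-H3(1-15)K9me1 75 nM, 30 min RT; compound added, 30 min RT; streptavidin donor/Ni-chelate acceptor beads 10 ug/mL each final, 30 min RT dark; AlphaScreen read.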
# Active calls of the source: *; ? = inconclusive; . = no result given; [ ] = another dose, or the depositor's remark. Unless noted, the call rests on the fitted dose curve; in most records, active means well fitted curve in the direction sought with a large enough effect; inconclusive means small, poorly fitted or top-dose-only effect, or another doubt; inactive means no such curve, though single readings can be large; an effect the other way counts as inactive or inconclusive. Unless noted, on the % scale 0 is the no-effect control and ±100 the full control effect; potency means the concentration at half of the fitted maximal effect.
SMILES,Tau FP inhib,TexasRed fluor,Tau fibril ThT,TRb-SRC2 inh,Tau fluor counter,ALDH1A1 block,GLA spleen mod,L3MBTL1 block
O=C(CSc1nc2c([nH]c3ccccc32)c(=O)n1-c1cccc(C(F)(F)F)c1)N1CCc2ccccc21,0%,-1%,-3%,7%,-9%,.,.,.
N#Cc1c(N)n(-c2cccc(Cl)c2)c2nc3ccccc3nc12,-8%,-2%,6%,11%,7%,.,.,.
O=C(c1ccccc1)N1CCN(CC#CC2(O)CCCCC2)CC1,1%,1%,2%,1%,3%,-18%,1%,6%
CCOc1ccccc1CNC(=O)c1cc2c(=O)n(Cc3ccccc3)ccc2nc1C,4%,?,-7%,-5%,3%,.,.,.
O=C(Cc1ccccc1)NCC(=O)OC(c1ccccc1)c1ccccc1,1%,1%,-1%,-2%,-10%,4%,-14%,7%
Cc1nn(CCCC(=O)Nc2cccnc2)c(C)c1[N+](=O)[O-],-3%,0%,-7%,4%,-7%,8%,4%,.
CS(=O)(=O)N(CC(=O)N1CCN(c2ccc(F)cc2)CC1)c1ccc(F)c(Cl)c1,1%,1%,?,1%,-26%,3%,4%,.
COCCNc1ccc([N+](=O)[O-])cc1C(=O)Nc1cccc(C)n1,4%,-1%,-15%,-3%,-8%,-12%,9%,-19%
COC(=O)N/N=C/c1c(C)nn(-c2cccc(Cl)c2)c1Cl,12%,-1%,11%,-5%,3%,-1%,1%,-7%
CN(C)/N=C/c1ccc(Sc2ccc([N+](=O)[O-])cc2[N+](=O)[O-])o1,-14%,0%,?,-7%,?,2%,-10%,?
Cc1ccccc1CSc1nc(-c2cccc(F)c2)nc2c1Cc1c(CO)cnc(C)c1O2,6%,-2%,-8%,10%,-7%,.,.,.
CC1(C)Cc2c(C#N)c(N3CCN(C(=O)c4ccccc4)CC3)nc(Cc3ccccc3)c2CO1,?,0%,-14%,3%,-5%,?,-3%,.
C=CCOc1ccc2nc(NC(=O)OC)[nH]c2c1,-3%,-2%,-10%,-4%,-9%,15%,-4%,.
Cc1cc2c(c(=O)n1Cc1ccccn1)C(C(C)C)C(C#N)=C(N)O2 (centres undefined),1%,1%,-4%,-2%,-4%,4%,-8%,0%
COc1ccc2c(c1)[nH]c1c(=O)n(/N=C/C3C(C)C=C(C)CC3C)c(=O)[nH]c12 (centres undefined),0%,-2%,-4%,-1%,-7%,-3%,11%,.
Cc1cc2ccccc2c(=O)n1CC(=O)NCC(=O)N(C)Cc1ccccc1,2%,1%,2%,-13%,1%,-12%,20%,.
O=C1Cc2ccccc2N1c1c(Cl)cccc1Cl,0%,0%,-1%,8%,-4%,-16%,1%,-4%
COc1ccc2[nH]c3nc(SC(C)C)nnc3c2c1,3%,-5%,-9%,4%,-7%,?,1%,-3%
Cc1ccc(-n2nc(C(=O)O)c3ccccc3c2=O)cc1C,-2%,-2%,-13%,-15%,-5%,6%,4%,.
CCOC(=O)NC(NC(=S)Nc1ccc(OCC)cc1)C(Cl)(Cl)Cl (centres undefined),-1%,-1%,0%,-3%,-5%,7%,1%,8%
CC(C)NC(=O)COC(=O)c1ccc(NS(=O)(=O)c2ccc3c(c2)OCCO3)cc1,0%,-1%,-3%,-4%,-5%,3%,6%,.
Nc1nc(-c2ccc(Cl)cc2)c(N=Nc2ccc(S(=O)(=O)N3CCOCC3)cc2)s1,?,2%,14µM*,1%,11µM*[quencher],12%,-1%,-6%
Cn1cccc1C(=O)c1cccc([N+](=O)[O-])c1,-5%,-2%,-7%,2%,-16%,-14%,6%,.
CC1(C)Cc2nc3oc4c(=O)n(CC(=O)Nc5ccc(Cl)cc5)cnc4c3cc2CO1,2%,0%,.,-10%,-16%,.,1%,.
COc1ccccc1CNC(=O)CCN1C(=O)COc2ccc(C)cc21,4%,0%,2%,-3%,-3%,?,3%,-3%
COc1cccc(CSc2nc3n(n2)C(CC(C)C)C(C(=O)Nc2ccccc2C)=C(C)N3)c1 (centres undefined),-11%,0%,5%,1%,3%,.,.,.
Cc1ccccc1OCCCC(=O)Nc1nccs1,-4%,-1%,-18%,10%,-22%,-5%,1%,.
CCc1c(O)nc(SCC(=O)Nc2ccc3c(c2)CCC3)[nH]c1=O,3%,5%,-16%,-3%,-7%,?,3%,4%
COc1ccc(-n2nc(C(=O)NCC(=O)NCC3CCCO3)c3ccccc3c2=O)cc1Cl (centres undefined),-3%,-10%,-9%,6%,-4%,-1%,-3%,4%
CCOC(=O)CC1C(=O)NCCN1Cc1cccc(OC)c1 (centres undefined),11%,-1%,-13%,2%,-6%,16%,-6%,.
COc1ccc(-c2csc(C)n2)cc1,6%,2%,-11%,10%,1%,6%,6%,4%
C=CCn1c(CSc2nc3ccccc3s2)nnc1SCC(=O)NCc1ccccc1,1%,0%,?,12%,-17%,-1%,-1%,.
CCCn1c(=O)c2ccccc2n2c(SCC(=O)/C(C#N)=C(\C)N)nnc12,-12%,0%,-11%,-6%,-12%,1%,-1%,-4%
CN(C)N1C(=O)CC(N2CCCC2)C1=O (centres undefined),-15%,-4%,-19%,6%,-13%,22µM*,2%,1%
CC(C)c1ccc(Nc2ncccc2C#N)cc1,-3%,1%,-16%,-6%,-7%,?,0%,20%
COc1cccc(NC(=O)Cn2c(=O)n(CCc3ccccc3)c(=O)c3c4c(sc32)CN(C(C)=O)CC4)c1,-20%,?,5%,-3%,?,.,.,.

# Profiles from above:
# Record of Cc1ccccc1OCCCC(=O)Nc1nccs1 : Tau FP inhib: -4%; TexasRed fluor: -1%; Tau fibril ThT: -18%; TRb-SRC2 inh: 10%; Tau fluor counter: -22%; ALDH1A1 block: -5%; GLA spleen mod: 1%; L3MBTL1 block: .
# Record of CC(C)c1ccc(Nc2ncccc2C#N)cc1 : Tau FP inhib: -3%; TexasRed fluor: 1%; Tau fibril ThT: -16%; TRb-SRC2 inh: -6%; Tau fluor counter: -7%; ALDH1A1 block: ?; GLA spleen mod: 0%; L3MBTL1 block: 20%

# The main list resumes, repeating the 3 entries before the break.
SMILES,Tau FP inhib,TexasRed fluor,Tau fibril ThT,TRb-SRC2 inh,Tau fluor counter,ALDH1A1 block,GLA spleen mod,L3MBTL1 block
CN(C)N1C(=O)CC(N2CCCC2)C1=O (centres undefined),-15%,-4%,-19%,6%,-13%,22µM*,2%,1%
CC(C)c1ccc(Nc2ncccc2C#N)cc1,-3%,1%,-16%,-6%,-7%,?,0%,20%
COc1cccc(NC(=O)Cn2c(=O)n(CCc3ccccc3)c(=O)c3c4c(sc32)CN(C(C)=O)CC4)c1,-20%,?,5%,-3%,?,.,.,.
O=C1CC(c2ccco2)CC2=C1C=Nc1ccccc1N2 (centres undefined),-21%,2%,?,1%,-14%,2µM*,4%,.
O=C(Nc1ccc(-c2nnc3n2CCCCC3)cc1)c1cc2ccccc2o1,-1%,-6%,4%,10%,4%,-1%,-13%,-9%
Cc1cccc(CSc2nc(=O)c3c(n2C)NC(=O)CC3c2cc(F)cc(F)c2)c1 (centres undefined),15%,-20%,1%,-3%,6%,.,.,.
CCn1cc(C(=O)NCCCN2CCC(C)CC2)c(=O)c2cc(S(=O)(=O)N(C)C3CCCCC3)ccc21,-2%,-1%,2%,-1%,-5%,.,.,.
COc1ccc(C)c2sc(=NC(=O)c3ccc(C(C)=O)cc3)n(C)c12,-5%,0%,?,0%,-9%,?,-2%,6%
COc1cc(OC)cc(C(=O)NC(=S)Nc2ccc(N3CCCC3)cc2)c1,1%,-6%,?,-3%,?,11µM*,-11%,-26%
CC1CN(CC(O)COC2CCC(C(C)(C)C)CC2)CC(C)O1 (centres undefined),5%,-3%,-5%,-4%,-4%,-7%,5%,.
COc1ccccc1OCCn1c(NC(=O)c2ccccc2)nc2ccccc21,-7%,0%,0%,4%,-6%,.,.,.
CCn1c(=O)c(=O)[nH]c2cc(C(=O)NC3CCCC3)ccc21,-1%,25%,?,-6%,-11%,?,-2%,8%
O=C(COc1ccccc1Cl)NCCCN1CCOCC1,4%,1%,-7%,-2%,3%,5%,4%,11%
Cc1ccc(NC(=O)CN2C(=O)CCc3cc(S(=O)(=O)N4CCCCC4)ccc32)cc1N(C)C,13%,-1%,12%,2%,-20%,.,.,.
Cc1cc(-c2nn(-c3ccccc3F)cc2CN2CCCC(CO)C2)c(C)s1 (centres undefined),8%,-2%,7.9µM*,5%,-15%,10%,3%,-24%
CC(C)OCCCNc1ncnc2sc3c(c12)CCCC3,3%,3%,-9%,-2%,-7%,.,.,.
Cc1ccc(OC/C(=N\O)C(C)(C)C)c([N+](=O)[O-])c1,1%,-3%,-3%,-1%,-7%,2%,-1%,-13%
CCNc1ncnc2c1nnn2C,-4%,-1%,0%,0%,3%,.,.,.
COc1ccc(CNC(=O)c2cc(C)nc3ccccc23)cc1OC,-2%,-3%,1%,-9%,0%,14%,-7%,-10%
COC(=O)CSc1nc2cc(C)ccc2cc1C#N,0%,-6%,?,7%,-25%,2%,-8%,6%
CN(CC(=O)Nc1ccccc1N1CCOCC1)CC(=O)Nc1ccc(F)c(F)c1F,-6%,3%,-4%,-4%,-11%,-9%,-2%,?
CCCc1ccc(OCc2ccc(C(=O)Nc3cccc(C)n3)o2)c(OC)c1,2%,-1%,0%,4%,-3%,4%,3%,3%
COc1ccccc1CNC(=O)C(=O)NCC(c1ccco1)S(=O)(=O)c1ccc(F)cc1 (centres undefined),-2%,0%,-9%,-1%,-9%,.,.,.
Cc1c(NC2(c3nnnn3-c3ccc(Br)cc3)CCCCC2)c(=O)n(-c2ccccc2)n1C,0%,2%,-8%,0%,-3%,?,-7%,-3%
COc1ccc(N2CCN(C(=O)c3cc(N4C(=O)C5C6CCC(C6)C5C4=O)ccc3Cl)CC2)cc1 (centres undefined),?,-4%,4%,9%,-9%,-7%,-8%,-6%
CN(Cc1ccccc1)C(=O)C1CCCN(Cc2ccc(Cl)cc2)C1 (centres undefined),13%,-6%,0%,1%,-3%,0%,2%,-3%
COc1ccccc1NC(=O)CSc1nc(-c2cccc(Cl)c2)nc2c1Cc1c(CO)cnc(C)c1O2,10%,-2%,2%,3%,4%,.,.,.
